RGS7-Gao reg – human RGS7-Galphao interaction regulation; binding response (% of control), % at 10 µM; hit rate 0.35% among 220,000; P09471; Multiplexed bead flow cytometry, RGS7-Galphao binding; actives lie on both sides; in the data active = binding response below about 49% or above about 150%;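 also: fluorescent Galphao held in activated GDP-AlF4 state binding bead-coupled RGS7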
Bim-Bcl-2 – inhibitors of Bim-Bcl-2 interaction, human; P10415; Bead-based flow cytometry, Bim peptide-Bcl-2 binding; inhibition, % at 10 µM; hit rate 0.06% among 190,000; in the data active = inhibition above about 40%;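 also: 0% = no compound wells with probe peptide and 100% = reference peptide inhibitor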
Avidin bead fluor – compound fluoresces at 488/530 nm on avidin beads; hit rate 0.38% among 220,000; AID 1775; compound fluorescence 488/530 nm, flow cytometry; hits give high values; fluorescence (KMESF) at 10 µM; in the data active = fluorescence above about 47; also: inactives centre near 10
Bcl-XL Bim block – inhibitors of Bim-Bcl-XL interaction, human; Q07817; Bim peptide-Bcl-XL binding, bead flow cytometry, fluorescence; inhibition, % at 10 µM; hit rate 0.04% among 190,000
ABCG2 block – inhibitors of human ABCG2 transporter, ABCB1 counter-screen; IgMXP3 cells, JC-1 efflux, flow cytometry; inhibition, % at 6.6 µM; hit rate 0.1% among 190,000; AID 1325;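 active = inhibition above 80%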;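 also: 0% = DMSO and 100% = nicardipine control wells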
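test system = two drug-resistant human cell lines, ABCG2 and ABCB1 | amount = 3 million cells/mL final, two lines in 1:1 ratio | reagent = JC-1 transporter substrate | doses = one concentration, 6.6 µM final | incubation = 10 min at 25 °C | signal = flow cytometric JC-1 green MFI at 530 nm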
Bim-Bfl-1 – human Bim-Bfl-1 interaction inhibition; Bead-based flow cytometry, Bim-Bfl-1 binding inhibition; inhibition, % at 10 µM; hit rate 0.12% among 190,000;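 also: 0% = wells without compound plus tracer and 100% = blocker peptide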
ABCB1 inh – human ABCB1 inhibition, ABCG2 as counter-screen; P08183; hit rate 0.067% among 190,000; CCRF-Adr cells, JC-1 efflux, flow cytometry; inhibition, % at 6.6 µM; in the data active = inhibition above about 40%;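 also: 0% = vehicle and 100% = reference inhibitor; higher value means more JC-1 retained so stronger ABCB1 efflux block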
Target sequence (P08183 whole entry, looked up): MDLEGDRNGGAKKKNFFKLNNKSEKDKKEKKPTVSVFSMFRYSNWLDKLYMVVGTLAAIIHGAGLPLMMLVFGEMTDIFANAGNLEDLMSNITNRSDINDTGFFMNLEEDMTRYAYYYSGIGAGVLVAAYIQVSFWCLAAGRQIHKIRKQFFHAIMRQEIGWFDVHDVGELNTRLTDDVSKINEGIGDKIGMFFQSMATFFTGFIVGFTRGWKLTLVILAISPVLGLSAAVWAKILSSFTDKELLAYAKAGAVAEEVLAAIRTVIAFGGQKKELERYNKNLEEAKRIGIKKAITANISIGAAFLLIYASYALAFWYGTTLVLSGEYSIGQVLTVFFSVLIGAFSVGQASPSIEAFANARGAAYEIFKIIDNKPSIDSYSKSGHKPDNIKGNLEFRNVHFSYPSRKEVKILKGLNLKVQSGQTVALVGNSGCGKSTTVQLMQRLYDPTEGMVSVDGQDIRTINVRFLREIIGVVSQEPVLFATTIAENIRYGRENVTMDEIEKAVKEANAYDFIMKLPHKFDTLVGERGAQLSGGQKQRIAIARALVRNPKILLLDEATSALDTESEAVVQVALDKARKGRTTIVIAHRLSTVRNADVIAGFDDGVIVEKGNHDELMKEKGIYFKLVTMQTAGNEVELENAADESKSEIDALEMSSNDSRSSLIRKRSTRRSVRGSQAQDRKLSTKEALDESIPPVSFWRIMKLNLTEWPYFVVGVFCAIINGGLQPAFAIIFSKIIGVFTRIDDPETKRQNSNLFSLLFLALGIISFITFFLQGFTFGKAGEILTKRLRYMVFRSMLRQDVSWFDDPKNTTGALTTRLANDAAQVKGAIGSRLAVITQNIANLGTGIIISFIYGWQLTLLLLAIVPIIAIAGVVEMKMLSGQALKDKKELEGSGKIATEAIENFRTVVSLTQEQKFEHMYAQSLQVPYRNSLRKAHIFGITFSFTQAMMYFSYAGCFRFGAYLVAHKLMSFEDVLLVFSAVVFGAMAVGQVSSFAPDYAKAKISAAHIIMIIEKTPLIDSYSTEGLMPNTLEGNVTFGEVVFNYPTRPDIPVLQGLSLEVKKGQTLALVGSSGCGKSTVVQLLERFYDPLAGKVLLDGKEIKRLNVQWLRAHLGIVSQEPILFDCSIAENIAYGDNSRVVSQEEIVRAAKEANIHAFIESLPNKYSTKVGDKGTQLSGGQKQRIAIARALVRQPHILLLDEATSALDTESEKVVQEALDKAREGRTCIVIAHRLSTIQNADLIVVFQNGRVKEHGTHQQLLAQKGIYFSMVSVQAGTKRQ
RGS4-Gao reg – human RGS4-Galphao interaction regulation | Multiplexed bead flow cytometry, RGS4-Galphao binding; actives lie on both sides | binding response (% of control), % at 10 µM | hit rate 0.33% among 220,000; in the data active = binding response below about 49% or above about 150%; inactive = in between;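 also: fluorescent Galphao activated with aluminum fluoride binding bead-coupled RGS4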
Bim-Bcl-W – human Bim-Bcl-W interaction inhibition; Q92843; hit rate 0.02% among 190,000; AID 952; bead-based flow cytometry, Bim peptide-Bcl-W binding; inhibition, % at 10 µM;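 also: 0% = bound tracer without compound and 100% = peptide blocker; higher means less fluorescent Bim peptide bound to Bcl-W beads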
GSH bead fluor – GSH bead compound fluorescence profile; hit rate 0.25% among 190,000; AID 1776; fluorescence (KMESF) at 10 µM; GSH beads flow cytometry, compound fluorescence 488/530 nm; hits give high values; in the data active = fluorescence above about 89;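 also: glutathione beads carrying GST-tagged Bcl family fusion proteins plus one bare bead set; values are compound well signal with DMSO vehicle wells as background; inactives centre near 16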
Bcl-B Bim block – disrupts Bim peptide binding to human Bcl-B. bead-based flow cytometry. inhibition, % at 10 µM. hit rate 0.073% among 190,000. AID 951;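 also: 0% = tracer peptide without compound and 100% = reference inhibitor peptide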
Starred values were filed as active, the others as inactive; & = joins results of further samples. Rule as the data show it, unless noted: active = inhibition above about 40%. Compounds as they come, and some 1.3% of all compounds hit somewhere here.

no.	SMILES	RGS7-Gao reg	Bim-Bcl-2	Avidin bead fluor	Bcl-XL Bim block	ABCG2 block	Bim-Bfl-1
1	O=C1CCCc2[nH]nc(-c3cccnc3)c21	103	-8	11	-3	7	-6
2	O=C(c1cc(-c2ccccc2)on1)N1CCc2ccccc2C1	97	-4	9	0	2	-6
3	COC(=O)[C@@]1(Cc2ccc(OC)cc2)[C@H]2c3cc(C(=O)N4CCCC4)n(CCn4cc([N+](=O)[O-])nc4C)c3C[C@H]2CN1C(=O)c1ccccc1	105	0	10	-3	-7	-1
4	COC(=O)C1=C(O)C(C(=O)OC)C(c2ccc(C)cc2)C(C#N)(C#N)C1c1ccc(C)cc1 (stereo unspecified)	99	1	6	1	1	0
5	CC1CCC(C(C)C)C(OC(=O)COC(=O)c2cc(O)ccc2N)C1 (stereo unspecified)	91	0	7	-7	-3	9
6	Cn1c(NC(=O)c2ccccc2)cc(=O)n(C)c1=O	101	-6	6	-5	2	-14
7	CC(NC(=O)COc1ccccc1)C(=O)NC1=NCCS1 (stereo unspecified)	103	-9	10	-5	3	-10
8	CCOC(=O)CCc1c(C)nc2ncnn2c1C	103	-1	7	-1	1	-3
9	COc1ccc(Cl)cc1N/C(N)=N/c1nc(CSc2ccc(C)cc2)cc(=O)[nH]1	102	-15	9	-5	5	-14
10	N=C1C=CC=C2C1=NC1(CCCCC1)N2O	65	5	6	4	7	4

no.	ABCB1 inh	RGS4-Gao reg	Bim-Bcl-W	GSH bead fluor	Bcl-B Bim block
1	0.7	101	0	12	-7
2	0.3	99	-1	13	-2
3	5.7	102	-3	18	-4
4	0.4	103	2	14	2
5	-0.2	91	0	10	-9
6	0.7	104	0	28	-11
7	0.7	101	2	12	-5
8	0.0	100	-2	19	-2
9	0.5	101	2	12	-11
10	0.3	85	2	25	11

no.	SMILES	RGS7-Gao reg	Bim-Bcl-2	Avidin bead fluor	Bcl-XL Bim block	ABCG2 block	Bim-Bfl-1
11	CCCc1nnc(NC(=O)CSc2nc3ccccc3[nH]2)s1	105	-1	11	-4	10	-3
12	S=C(NCCc1ccc(Cl)cc1)NC1CC1	98	-2	5	-2	2	-6
13	Cc1ccc(NC(=S)N(Cc2cccc(Br)c2)CC2CCC(C(=O)O)CC2)cc1Cl (stereo unspecified)	109	1	12	0	2	-1
14	COc1ccc(CCNS(=O)(=O)c2cccc3nsnc23)cc1OC	101	0	21	-2	0	-5
15	O=C(O)c1ccccc1-c1ccccc1C(=O)NCc1ccco1	99	0	35	0	0	-1
16	Cn1c(C(=O)N2CCCC(C(=O)NCc3cccs3)C2)cc2sccc21 (stereo unspecified)	100	-3	18	-5	28	-4
17	COc1ccc(CC(=O)Nc2nnc(-c3cccc([N+](=O)[O-])c3)s2)cc1	106	-3	6	-8	6	-3
18	O=C(NCCCO)/C(=C/c1ccc(-c2cccc([N+](=O)[O-])c2)o1)NC(=O)c1ccccc1	102	-1	8	-2	3	-6
19	CCOc1cc(C2C3=C(CCCC3=O)NC3=C2C(=O)CCC3)cc(Cl)c1O	98	-1	22	-7	0	-1
20	C=C(C)c1cccc(C(C)(C)NC(=O)N2CCN(c3ccc(OC)cc3)CC2)c1	100	1	15	-3	12	0

no.	ABCB1 inh	RGS4-Gao reg	Bim-Bcl-W	GSH bead fluor	Bcl-B Bim block
11	0.9	100	-3	23	-2
12	0.2	102	-1	20	-11
13	-0.1	108	-1	18	-1
14	-0.1	106	-1	10	0
15	0.1	103	0	10	-4
16	3.5	98	-4	33	-4
17	-0.5	103	-7	14	-10
18	0.5	104	-2	13	-2
19	0.4	100	-4	12	-6
20	0.9	100	0	23	-1

no.	SMILES	RGS7-Gao reg	Bim-Bcl-2	Avidin bead fluor	Bcl-XL Bim block	ABCG2 block	Bim-Bfl-1
21	CCOC(=O)c1csc(NC(=O)c2ccc(OC)c(OC)c2)n1	100	-14	24	-9	19	-18
22	O=C(N/N=C/c1ccccn1)c1ccc(Br)cc1	101	-14	24	-7	3	-15
23	CCNC(=S)N/N=C1\C(=O)c2cccc3cccc1c23	107	-1	8	1	-1	-7
24	Cc1cc(-c2nnc(CCC(=O)NC(c3ccccc3)c3ccccc3)o2)no1	104	-4	6	-1	2	-7
25	CCOC(=O)c1cc(C(=O)NC(C)c2ccccc2)c(C)[nH]c1=O (stereo unspecified)	102	-1	14	-6	9	-6
26	NCCCC[C@@H]1NC(=O)c2cc([N+](=O)[O-])cc(I)c2SC[C@@H](C(N)=O)NC(=O)[C@H](CCC(N)=O)NC1=O	97	0	10	0	7	-1
27	Cc1nn(-c2ccc(F)cc2)c(N)c1C1(O)C(=O)Nc2ccccc21 (stereo unspecified)	105	-2	11	-3	1	-2
28	Cc1nn(-c2ccccc2)c(N)c1C(O)(CC(=O)C(F)(F)F)C(F)(F)F (stereo unspecified)	103	0	3	-12	9	-4
29	C=CCC(NCc1ccco1)c1ccc(OC)cc1OC (stereo unspecified)	99	-4	27	-2	23	-15
30	O=C(COC(=O)CCSc1ccc(Cl)cc1)Nc1ccc(F)cc1	102	-2	0	-2	-1	1

no.	ABCB1 inh	RGS4-Gao reg	Bim-Bcl-W	GSH bead fluor	Bcl-B Bim block
21	0.1	101	-2	22	-11
22	0.1	99	-2	15	-2
23	-0.2	105	4	9	0
24	1.4	108	-3	17	-3
25	1.6	100	0	15	-4
26	2.2	92	-1	17	-1
27	1.0	111	0	11	-2
28	0.2	103	-8	17	-11
29	0.7	105	3	22	-9
30	0.0	99	-2	8	-3

Two records drawn at random from those above, as already listed:
no.	SMILES	RGS7-Gao reg	Bim-Bcl-2	Avidin bead fluor	Bcl-XL Bim block	ABCG2 block	Bim-Bfl-1
21	CCOC(=O)c1csc(NC(=O)c2ccc(OC)c(OC)c2)n1	100	-14	24	-9	19	-18
24	Cc1cc(-c2nnc(CCC(=O)NC(c3ccccc3)c3ccccc3)o2)no1	104	-4	6	-1	2	-7

no.	ABCB1 inh	RGS4-Gao reg	Bim-Bcl-W	GSH bead fluor	Bcl-B Bim block
21	0.1	101	-2	22	-11
24	1.4	108	-3	17	-3

Taken from the results shown for reference:
no.	SMILES	RGS7-Gao reg	Bim-Bcl-2	Avidin bead fluor	Bcl-XL Bim block	ABCG2 block	Bim-Bfl-1
13	Cc1ccc(NC(=S)N(Cc2cccc(Br)c2)CC2CCC(C(=O)O)CC2)cc1Cl (stereo unspecified)	109	1	12	0	2	-1
14	COc1ccc(CCNS(=O)(=O)c2cccc3nsnc23)cc1OC	101	0	21	-2	0	-5
15	O=C(O)c1ccccc1-c1ccccc1C(=O)NCc1ccco1	99	0	35	0	0	-1
16	Cn1c(C(=O)N2CCCC(C(=O)NCc3cccs3)C2)cc2sccc21 (stereo unspecified)	100	-3	18	-5	28	-4
17	COc1ccc(CC(=O)Nc2nnc(-c3cccc([N+](=O)[O-])c3)s2)cc1	106	-3	6	-8	6	-3
18	O=C(NCCCO)/C(=C/c1ccc(-c2cccc([N+](=O)[O-])c2)o1)NC(=O)c1ccccc1	102	-1	8	-2	3	-6
19	CCOc1cc(C2C3=C(CCCC3=O)NC3=C2C(=O)CCC3)cc(Cl)c1O	98	-1	22	-7	0	-1
20	C=C(C)c1cccc(C(C)(C)NC(=O)N2CCN(c3ccc(OC)cc3)CC2)c1	100	1	15	-3	12	0
21	CCOC(=O)c1csc(NC(=O)c2ccc(OC)c(OC)c2)n1	100	-14	24	-9	19	-18
22	O=C(N/N=C/c1ccccn1)c1ccc(Br)cc1	101	-14	24	-7	3	-15
23	CCNC(=S)N/N=C1\C(=O)c2cccc3cccc1c23	107	-1	8	1	-1	-7
24	Cc1cc(-c2nnc(CCC(=O)NC(c3ccccc3)c3ccccc3)o2)no1	104	-4	6	-1	2	-7

no.	ABCB1 inh	RGS4-Gao reg	Bim-Bcl-W	GSH bead fluor	Bcl-B Bim block
13	-0.1	108	-1	18	-1
14	-0.1	106	-1	10	0
15	0.1	103	0	10	-4
16	3.5	98	-4	33	-4
17	-0.5	103	-7	14	-10
18	0.5	104	-2	13	-2
19	0.4	100	-4	12	-6
20	0.9	100	0	23	-1
21	0.1	101	-2	22	-11
22	0.1	99	-2	15	-2
23	-0.2	105	4	9	0
24	1.4	108	-3	17	-3

no.	SMILES	RGS7-Gao reg	Bim-Bcl-2	Avidin bead fluor	Bcl-XL Bim block	ABCG2 block	Bim-Bfl-1
25	CCOC(=O)c1cc(C(=O)NC(C)c2ccccc2)c(C)[nH]c1=O (stereo unspecified)	102	-1	14	-6	9	-6
26	NCCCC[C@@H]1NC(=O)c2cc([N+](=O)[O-])cc(I)c2SC[C@@H](C(N)=O)NC(=O)[C@H](CCC(N)=O)NC1=O	97	0	10	0	7	-1
27	Cc1nn(-c2ccc(F)cc2)c(N)c1C1(O)C(=O)Nc2ccccc21 (stereo unspecified)	105	-2	11	-3	1	-2

no.	ABCB1 inh	RGS4-Gao reg	Bim-Bcl-W	GSH bead fluor	Bcl-B Bim block
25	1.6	100	0	15	-4
26	2.2	92	-1	17	-1
27	1.0	111	0	11	-2

New compounds follow:
no.	SMILES	RGS7-Gao reg	Bim-Bcl-2	Avidin bead fluor	Bcl-XL Bim block	ABCG2 block	Bim-Bfl-1
31	Cc1ccc(C(C)C)c(OCCCN(C)Cc2ccccc2)c1	105	-7	10	-9	0	-12
32	CC(=O)c1ccc(OCC(=O)Nc2ccc3c(c2)CCC3)cc1	103	-3	13	0	1	-1
33	O=C(CCS(=O)(=O)c1cccc2nonc12)Nc1cccc2c1CCCC2	101	-3	38	-3	3	-1
34	C=CCn1c(-c2cccc([N+](=O)[O-])c2)n[nH]c1=S	93	-6	10	-5	2	-1
35	CCCn1c(SCC(=O)NC(=O)NC(C)(C)C)n[nH]c1=O	101	0	11	-1	4	4
36	CCOc1ccc(/C=C/C(O)=C2/C(=O)N(C)C3(C)CC2c2ccccc2O3)cc1OC (stereo unspecified)	105	1	5	-4	4	5
37	N=C(N)SCc1nc2ccccc2c(=O)n1-c1ccccc1	105&101	-6&4	12&1	-4&1	-1&-5	-1&3
38	Cc1cc(Br)cc2cn[nH]c12	111	-5	12	0	9	-5
39	c1cnc(Oc2ccc3oc4ccccc4c3c2)nc1	98	-9	7	-7	2	-16
40	COC(=O)c1sccc1-n1cccc1C(=O)C(=O)N1CCCCC1	101	0	7	-1	1	-12
41	O=C(Cc1cccc2ccccc12)NC(NC(=S)Nc1ccccc1Cl)C(Cl)(Cl)Cl (stereo unspecified)	97	-1	18	-11	-2	0

no.	ABCB1 inh	RGS4-Gao reg	Bim-Bcl-W	GSH bead fluor	Bcl-B Bim block
31	1.3	109	-9	13	-4
32	-0.2	100	0	73	0
33	0.7	100	-3	25	-3
34	0.4	98	-2	12	-12
35	0.5	104	-1	15	2
36	0.7	105	-1	11	-3
37	-0.2&-1.1	105&93	-2&1	13&3	-4&-1
38	0.5	105	0	10	1
39	0.5	102	-6	13	-10
40	0.2	98	0	15	-7
41	-0.3	98	-9	15	-9

Screening data deposited in PubChem BioAssay by NMMLSC.
